Source: PubChem BioAssay
STK33 inh – inhibitors of human STK33 kinase | inhibition, % at 12.5 µM | ADP-Glo luminescence, MBP substrate | Q9BYT3 | actives 0.44% (n = 27,000); in the data active = inhibition above about 20%
Target sequence (Q9BYT3 whole entry, looked up): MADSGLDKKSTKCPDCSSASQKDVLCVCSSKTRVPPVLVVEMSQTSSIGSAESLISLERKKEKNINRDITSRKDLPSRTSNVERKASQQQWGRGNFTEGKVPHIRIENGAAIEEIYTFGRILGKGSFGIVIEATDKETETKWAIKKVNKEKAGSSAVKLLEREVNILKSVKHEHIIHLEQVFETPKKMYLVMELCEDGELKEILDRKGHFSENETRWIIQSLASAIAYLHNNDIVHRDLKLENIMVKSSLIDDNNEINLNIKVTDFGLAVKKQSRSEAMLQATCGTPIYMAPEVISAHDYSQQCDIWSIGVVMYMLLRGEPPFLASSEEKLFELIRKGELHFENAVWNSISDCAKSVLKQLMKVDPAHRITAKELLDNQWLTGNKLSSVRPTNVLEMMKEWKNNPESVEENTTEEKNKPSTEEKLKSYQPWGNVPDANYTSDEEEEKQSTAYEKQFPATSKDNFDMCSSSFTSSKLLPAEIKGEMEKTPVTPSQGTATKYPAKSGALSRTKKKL
mut p53 react – mutant p53 pathway reactivation | activation, % at 9.98 µM | actives 1.5% (n = 28,000) | SW480 PUMA-promoter luciferase; in the data active = activation above about 52%
The depositor's hits bear a star; . = not tested or not shown. The list is partial (hit frequency here may not be typical).

Each structure is followed by: STK33 inh	mut p53 react
C[C@H]1CN([C@@H](C)CO)C(=O)c2cc(NC(=O)Nc3ccc4c(c3)OCO4)ccc2O[C@H]1CN(C)Cc1ccc(Cl)c(Cl)c1
    0	.
C[C@@H]1CN([C@@H](C)CO)C(=O)Cc2cc(NC(=O)Nc3ccc(F)cc3)ccc2O[C@@H]1CN(C)Cc1ccc(C(=O)O)cc1
    0	-2
O=C1CCCc2c1n(CCN(Cc1ccccc1)Cc1ccccc1)c1ccc(Cl)cc21
    .	-8
C[C@@H]1CCCCO[C@@H](CN(C)C)[C@@H](C)CN([C@H](C)CO)C(=O)c2cc(NC(=O)Cc3ccccc3)ccc2O1
    3	1
NCCCN(Cc1ccco1)C1CCCC1
    -2	2
O=C(C[C@@H]1C[C@@H]2c3cc(NC(=O)Nc4ccc(C(F)(F)F)cc4)ccc3O[C@@H]2[C@@H](CO)O1)NCc1ccc2c(c1)OCO2
    .	-3
C[C@@H]1CN([C@@H](C)CO)C(=O)c2cc(C#CC3(O)CCCC3)cnc2O[C@H]1CN(C)S(=O)(=O)c1ccc(F)cc1
    .	6
C[C@@H]1CN([C@H](C)CO)C(=O)c2cc(NC(=O)Nc3ccc(C(F)(F)F)cc3)ccc2O[C@H]1CN(C)S(=O)(=O)c1cccs1
    1	.
COc1cc(CO)cc(Cl)c1OCc1cccc([N+](=O)[O-])c1
    -7	0
COc1ccc(-c2cnc3c(c2)C(=O)N([C@H](C)CO)C[C@H](C)[C@H](CN(C)Cc2ccc(F)cc2)O3)cc1
    -2	1
C[C@@H]1CCCCO[C@@H](CN(C)Cc2ccc(C(=O)O)cc2)[C@@H](C)CN([C@H](C)CO)C(=O)c2cc(NC(=O)Nc3ccc(F)cc3)ccc2O1
    -1	2
COc1ccc(NS(=O)(=O)c2ccc3oc4ccccc4c3c2)cn1
    1	-6
Cc1noc(C)c1NC(=O)N(C)C[C@@H]1Oc2ccc(NC(=O)NC(C)C)cc2CC(=O)N([C@H](C)CO)C[C@@H]1C
    0	-4
CC(C)NC(=O)N(C)C[C@H]1Oc2ccc(NS(=O)(=O)c3cn(C)cn3)cc2CC(=O)N([C@H](C)CO)C[C@@H]1C
    .	11
C[C@H](CO)N1C[C@H](C)[C@H](CN(C)Cc2cncnc2)Oc2cc(C#CC3CC3)ccc2S1(=O)=O
    .	-10
COc1c(Cl)cc(C(=O)Nc2sc3c(c2C(=O)NCc2ccco2)CCCC3)cc1Cl
    -3	17
Cc1ccccc1-c1ccc2c(c1)O[C@@H](CN(C)C(=O)c1ccccn1)[C@H](C)CN([C@@H](C)CO)S2(=O)=O
    .	-3
Cc1cc(C)c(-n2c(O)c(C=Nc3cccc(O)c3)c(=O)[nH]c2=O)c(C)c1
    .	1
C[C@@H]1CCCCO[C@H](CN(C)C(=O)CCCN(C)C)[C@@H](C)CN([C@H](C)CO)C(=O)c2cc(NC(=O)c3ccncc3)ccc2O1
    -1	4
COc1ccc(S(=O)(=O)N(C)C[C@@H]2OCCCC[C@@H](C)Oc3ccc(NS(=O)(=O)c4c(C)noc4C)cc3C(=O)N([C@H](C)CO)C[C@@H]2C)cc1
    -2	.
C/C=C/c1ccc2c(c1)O[C@H](CN(C)C(=O)c1ccc3c(c1)OCO3)[C@H](C)CN([C@H](C)CO)S2(=O)=O
    .	-8
Cc1nn(CC(O)COc2ccc3c(c2)CCC3)c(C)c1Br (configuration not stated)
    1	-9
O=C1c2cccc3cccc(c23)N1Cc1ccc(F)cc1Cl
    .	0
Cc1noc(C)c1NC(=O)N(C)C[C@@H]1Oc2ccc(NC(=O)CCCN(C)C)cc2C(=O)N([C@@H](C)CO)C[C@H]1C
    .	2
C[C@H](CO)N1C[C@H](C)[C@H](CN(C)Cc2ccc(Cl)c(Cl)c2)Oc2ccc(NS(=O)(=O)c3cn(C)cn3)cc2C1=O
    5	.
CCn1c(SCC(=O)Nc2cc(C)ccc2OC)nnc1-c1ccccc1F
    3	8
COc1cc(C(c2ccc(C)o2)c2ccc(C)o2)c(O)c([N+](=O)[O-])c1
    -3	-8
COc1ccc(NC(=O)N(C)C[C@@H]2Oc3ncc(C#Cc4cccc(F)c4)cc3C(=O)N([C@H](C)CO)C[C@@H]2C)cc1
    -1	.
COc1ccc([N+](=O)[O-])cc1NC(=O)CS(=O)(=O)c1ccc(C)cc1
    -4	10
COc1ccc(-c2cnc3c(c2)C(=O)N([C@H](C)CO)C[C@H](C)[C@H](CN(C)C(=O)Cc2cccnc2)O3)cc1
    .	5

Random excerpt: five compounds from above, in no set order.
Each structure is followed by: STK33 inh	mut p53 react
COc1ccc(-c2cnc3c(c2)C(=O)N([C@H](C)CO)C[C@H](C)[C@H](CN(C)C(=O)Cc2cccnc2)O3)cc1
    .	5
COc1cc(C(c2ccc(C)o2)c2ccc(C)o2)c(O)c([N+](=O)[O-])c1
    -3	-8
O=C(C[C@@H]1C[C@@H]2c3cc(NC(=O)Nc4ccc(C(F)(F)F)cc4)ccc3O[C@@H]2[C@@H](CO)O1)NCc1ccc2c(c1)OCO2
    .	-3
Cc1noc(C)c1NC(=O)N(C)C[C@@H]1Oc2ccc(NC(=O)NC(C)C)cc2CC(=O)N([C@H](C)CO)C[C@@H]1C
    0	-4
O=C1CCCc2c1n(CCN(Cc1ccccc1)Cc1ccccc1)c1ccc(Cl)cc21
    .	-8

Whole records as entered above.
O=C(C[C@@H]1C[C@@H]2c3cc(NC(=O)Nc4ccc(C(F)(F)F)cc4)ccc3O[C@@H]2[C@@H](CO)O1)NCc1ccc2c(c1)OCO2 as listed: STK33 inh = .; mut p53 react = -3
C[C@H](CO)N1C[C@H](C)[C@H](CN(C)Cc2ccc(Cl)c(Cl)c2)Oc2ccc(NS(=O)(=O)c3cn(C)cn3)cc2C1=O as listed: STK33 inh = 5; mut p53 react = .

Remaining list, next part.
Each structure is followed by: STK33 inh	mut p53 react
Cc1c(Cl)cccc1NC(=O)CCN1C(=O)c2ccccc2S1(=O)=O
    1	1
C[C@@H]1CN([C@H](C)CO)C(=O)c2cc(NC(=O)Nc3cccc4ccccc34)ccc2O[C@H]1CN(C)Cc1ccc(C(F)(F)F)cc1
    0	.
Cc1ccc(NC(=O)CSc2nnc(-c3cccs3)n2C)cc1[N+](=O)[O-]
    -2	2
Cc1cc(C)c(NC(=O)CN(c2ccc(I)cc2)S(C)(=O)=O)c(C)c1
    0	-4
CC(O)c1nc2ccccc2n1CCOc1ccc(Br)cc1 (configuration not stated)
    0	-4
Cc1ccc(S(=O)(=O)NC(C)C(=O)O)cc1C (configuration not stated)
    7	-21
C[C@@H](NC(=O)C[C@H]1C[C@@H]2c3cc(N(C)C)ccc3O[C@@H]2[C@@H](CO)O1)c1ccccc1
    .	6
C[C@@H]1CN([C@@H](C)CO)C(=O)Cc2cc(NC(=O)C3CCCCC3)ccc2O[C@@H]1CN(C)CC1CCCCC1
    -1	.
CC(Sc1nc(=O)cc(N)n1-c1ccccc1)C(=O)Nc1cccc(Cl)c1 (configuration not stated)
    -2	7
NC(=O)c1c(NC(=O)CSc2ncn[nH]2)sc2c1CCC2
    7	-3
C/C=C/c1ccc2c(c1)O[C@@H](CN(C)Cc1cccc(F)c1)[C@@H](C)CN([C@@H](C)CO)S2(=O)=O
    .	-19
CCOC(=O)N(C)C[C@@H]1OCc2cn(nn2)CCCC(=O)N([C@@H](C)CO)C[C@@H]1C
    3	.
CNC[C@H]1Oc2ccc(NS(=O)(=O)c3ccc(OC)cc3)cc2C(=O)N([C@@H](C)CO)C[C@H]1C
    -2	.
C[C@H](CO)N1C[C@H](C)[C@@H](CN(C)C(=O)c2ccncc2)Oc2ncc(C#C[C@@H](C)O)cc2C1=O
    .	4
O=C(OC1=CC(=O)c2cccc3cccc1c23)c1ccccc1
    2	.
C[C@@H]1CN([C@@H](C)CO)C(=O)Cc2cc(NC(=O)NC3CCCCC3)ccc2O[C@H]1CN(C)S(=O)(=O)c1cccs1
    .	0
COc1cc(C(=O)NCc2ccc(OCCN(C)C)cc2)cc(OC)c1OC
    2	.
COc1cccc(-c2ccc(C#N)c(SCC(=O)Nc3ccccc3Br)n2)c1
    4	40
CO[C@H]1O[C@H](CO)[C@@H](OC(=O)Nc2ccccc2)[C@H](OC(=O)Nc2ccccc2)[C@H]1OC(=O)Nc1ccccc1
    9	.
COC(=O)c1cccc(NC(=O)CSc2n[nH]c(-c3ccc(Cl)cc3)n2)c1
    2	-6
CN(C)C(=O)C[C@@H]1C[C@@H]2c3cc(NC(=O)CC4CC4)ccc3O[C@@H]2[C@@H](CO)O1
    .	2
C[C@@H]1CN([C@@H](C)CO)C(=O)Cc2cc(NS(=O)(=O)c3ccc(F)cc3)ccc2O[C@@H]1CN(C)C
    2	.
COC(=O)C1=CO[C@@H](O[C@@H]2O[C@H](CO)[C@@H](O)[C@H](O)[C@H]2O)[C@@H]2[C@@](C)(O)[C@@H](OC(=O)/C=C/c3ccc(O)cc3)C[C@]12O
    9	7
CNC[C@H]1Oc2ccc(NS(=O)(=O)c3cccs3)cc2C(=O)N([C@@H](C)CO)C[C@@H]1C
    -2	13
C[C@@H]1CN([C@@H](C)CO)C(=O)c2cc(NC(=O)Cc3ccccc3)ccc2O[C@H]1CN(C)Cc1ccc(C(=O)O)cc1
    -1	-2
N=C(N)SCc1nc(N)nc(N2CCCCC2)n1
    .	23
COCC(=O)N(C)C[C@H]1Oc2cc(C#CC(C)C)ccc2S(=O)(=O)N([C@@H](C)CO)C[C@@H]1C
    .	-5
C[C@H](CO)N1C[C@H](C)[C@H](CN(C)C)Oc2ccc(NS(=O)(=O)c3ccc(F)cc3)cc2CC1=O
    -1	.
COCCNC(=O)c1ccccc1NC(=O)Nc1ccc(Cl)cc1
    -4	61*
C[C@@H]1CN([C@H](C)CO)C(=O)c2cc(NC(=O)Cc3ccccc3)ccc2O[C@@H](C)CCCCO[C@H]1CN(C)C(=O)Nc1ccccc1
    .	8
C/C=C1\C(O[C@@H]2O[C@H](CO)[C@@H](O)[C@H](O)[C@H]2O)OC=C(C(=O)OC)C1CC(=O)OC[C@@H]1[C@H](C)[C@@H](OC(=O)CC2C(C(=O)OC)=COC(O[C@@H]3O[C@H](CO)[C@@H](O)[C@H](O)[C@H]3O)/C2=C\C)C[C@H]1C(CO)CO (some centres not stated)
    -10	16
C[C@@H]1CN([C@H](C)CO)C(=O)c2cc(C#CCN(C)C)cnc2O[C@@H]1CN(C)Cc1ccccc1F
    .	-6
NS(=O)(=O)c1cc2c(cc1C(F)(F)F)NCNS2(=O)=O
    -2	0
CC(C)NC(=O)N(C)C[C@H]1Oc2ccc(NS(C)(=O)=O)cc2CC(=O)N([C@@H](C)CO)C[C@@H]1C
    -1	.
CC(=O)N(C)C[C@H]1Oc2cc(C#Cc3ccccc3F)ccc2S(=O)(=O)N([C@H](C)CO)C[C@@H]1C
    .	-1
C[C@@H]1CCCCO[C@@H](CN(C)C(=O)CCC(F)(F)F)[C@@H](C)CN([C@H](C)CO)C(=O)c2cc(NS(C)(=O)=O)ccc2O1
    1	11
CCCC#Cc1ccc2c(c1)O[C@H](CN(C)CCC)[C@H](C)CN([C@@H](C)CO)S2(=O)=O
    .	-14
Cc1ccc(S(=O)(=O)N(C)CC(=O)Nc2ccc(C)c(C)c2)cc1
    5	9
COc1cc2ccc(=O)oc2c(CC=C(C)C)c1OC
    -1	12
COc1ccc(NC(=O)N(C)C[C@H]2Oc3ccc(NC(=O)CCN4CCOCC4)cc3CC(=O)N([C@@H](C)CO)C[C@H]2C)cc1
    -2	.
CCCNC(=O)C[C@H]1C[C@@H]2c3cc(NC(=O)c4cccnc4)ccc3O[C@@H]2[C@@H](CO)O1
    .	6
Cc1cc(N(CC(=O)Nc2cccc(C)c2C)S(C)(=O)=O)ccc1Br
    -3	-10
Cc1cc(C(=O)c2ccccc2)ccc1OC(=O)COc1ccccc1[N+](=O)[O-]
    2	-6
COc1cc(C)nc(NC(=O)COc2ccc(Cl)cc2C)n1
    1	3
COc1ccc([N+](=O)[O-])cc1NC(=O)CN(c1cc(C)ccc1C)S(C)(=O)=O
    -3	-3
C[C@H](CO)N1C[C@H](C)[C@H](CN(C)C(=O)NC2CCCCC2)Oc2ncc(-c3cc4ccccc4o3)cc2C1=O
    2	.
Cc1[nH]n(-c2ccccc2)c(=O)c1/C=C1\C=NN=C1c1ccccc1
    -23	.
COc1ccc2c(c1OC)C(=O)OC2C1c2c(cc3c(c2OC)OCO3)CCN1C (configuration not stated)
    -5	3
COc1cccc(NC(=O)N(C)C[C@H]2Oc3cc(/C=C/c4ccccc4)ccc3S(=O)(=O)N([C@@H](C)CO)C[C@@H]2C)c1
    .	-44
Cc1noc(C)c1S(=O)(=O)Nc1ccc2c(c1)CC(=O)N([C@H](C)CO)C[C@H](C)[C@@H](CN(C)Cc1ccc(-c3ccccc3)cc1)O2
    .	-3
Cc1ccc(S(=O)(=O)Nc2ccc3c(c2)C(=O)N([C@H](C)CO)C[C@H](C)[C@H](CN(C)CC2CC2)O3)cc1
    0	.
O=C(NCCCn1ccnc1)c1cnn2c1NC(c1ccccc1)CC2C(F)(F)F (configuration not stated)
    0	-2
O=C1O[C@@H](c2ccccc2)[C@@H](c2ccccc2)N2[C@@H](c3ccc(O)cc3)[C@]3(C(=O)Nc4ccc(C#CC5=CCCCC5)cc43)[C@@H](C(=O)N3CCCCCCC3)[C@H]12
    4	.
Cc1ccc(-c2cnc3c(c2)C(=O)N([C@H](C)CO)C[C@@H](C)[C@@H](CN(C)Cc2ccccc2C(=O)O)O3)cc1
    .	18
C[C@@H]1CN([C@H](C)CO)C(=O)c2cccc(NC(=O)Nc3ccc(C(F)(F)F)cc3)c2O[C@H]1CN(C)Cc1ccc2c(c1)OCO2
    .	-18
